Assay outcomes from PubChem.
INS promoter inh: TRM-6 insulin promoter activity inhibition | TRM-6 cells (human fetal islet line), insulin promoter-eGFP reporter, imaging; reporter expression induced with tamoxifen | inhibition, % at 2 µM | hit rate 0.9% among 130,000 | AID 1273;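 active means inhibition above the mean plus 3 SD, with well images judged a real hit on visual review, cut at about 60% in these data, passing the limit was not always enough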
SDO1 yeast rescue: compounds rescuing growth of sdo1-depleted yeast, bone marrow failure model; S. cerevisiae sdo1-depleted JHY4D growth rescue, OD600 30 h; hits give high values; pdr5 snq2 efflux-pump mutant strain; hit rate 0.21% among 140,000; z-score at 10 µM; AID 817;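 active means z-score above 3 at both the 24 hr and the 30 hr optical density reads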;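 further: z-score against mean and SD of all compound wells on the same plate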
SDO1 yeast rescue Rescue 24 h: further read-out of SDO1 yeast rescue, marked with its call; z-score; S. cerevisiae sdo1-depleted JHY4D growth rescue, OD600; measured here: growth rescue at 24 h;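 0 is the plate mean of compound wells and units are plate SD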
* marks the source's active call; other numbers are inactive results; i = inactive; . = no result given; & = joins results of further samples. This is a subset; count on the stated rates, not on these rows.

| item | INS promoter inh | Structure | SDO1 yeast rescue | SDO1 yeast rescue Rescue 24 h |
| --- | --- | --- | --- | --- |
| 1 | -200 | CCc1nnc(NC(=O)c2ccc(S(=O)(=O)N(CC(C)C)CC(C)C)cc2)o1 | -1.6 | -0.88 |
| 2 | -15 | Cc1sc(NC(=O)c2ccco2)c(CN2CCN(c3ccc(F)cc3)CC2)c1C | 0.72 | 1.5 |
| 3 | -38 | O=C1CCCN1c1ccc(CNS(=O)(=O)c2ccc(F)cc2)cc1 | 1.5 | 1 |
| 4 | 7 | COc1cccc(-c2noc(-c3ccc(Br)o3)n2)c1 | . | . |
| 5 | . | COc1cccc(-n2c(SC)nnc2-c2c[nH]c3ccccc23)c1 | -0.95 | -0.76 |
| 6 | . | Cc1nc(P(=O)(c2ccccc2)c2ccccc2)c(N2CCOCC2)o1 | -0.37 | -0.72 |
| 7 | -30 | C=CCn1c(CCn2c3ccccc3c3ccccc32)n[nH]c1=S | -0.62 | -1.1 |
| 8 | 23 | O=C(COc1ncnc2ccccc12)NCCC1=CCCCC1 | 0.09 | -0.35 |
| 9 | -13 | Cn1c(SCCCC(=O)c2ccc(Br)cc2)nnc1-c1ccncc1 | 0.67 | 0.48 |
| 10 | -17 | COc1ccc(C2=NO[C@@H]3C(=O)N(c4ccc5c(c4)OCCO5)C(=O)[C@H]23)cc1OC | 0.53 | 0.21 |
| 11 | 17 | CC(C)N=C1SCC(C)(/C=N/O)S1 (stereo not given) | 0.11 | 0.03 |
| 12 | 17 | CC(C)Cn1cnc2c(=O)oc3ccccc3c21 | 2.4 | 0.77 |
| 13 | 55 | CCN(CC)CCNC(=O)c1ccc(NC(=O)c2cccc(S(=O)(=O)Nc3ccc(C)cc3)c2)cc1 | . | . |
| 14 | -400 | O=C(CNC(=O)c1ccc(-c2ccccc2)cc1)OCc1ccc(Br)cc1 | 0.72 | -0.41 |
| 15 | . | CCOC(=O)CSc1nc2cc(OCC)ccc2cc1C#N | -0.7 | 0.07 |
| 16 | . | COn1c(SC2CCCCC2)nc2ccccc2c1=O | -0.85 | -1.1 |
| 17 | 40 | CC1=NOC(=O)/C1=C\c1ccc(-c2ccc(Cl)c(C(=O)O)c2)o1 | . | . |
| 18 | 30 | Cc1ccc(S(=O)(=O)N2CCN(C(=O)C3=COCCO3)CC2)cc1C | 0.57 | 0.37 |
| 19 | -62 | CC(C)(CO)CNC(=O)CCc1nnc(C2(c3ccc(Cl)cc3)CCC2)o1 | . | . |
| 20 | . | COc1cc2c(cc1NC(=O)C(C)NCc1ccccc1)oc1ccccc12 (stereo not given) | -2.2 | -2.2 |
| 21 | 55 | C=CCNC(=O)c1ccccc1NC(=O)c1ccccc1 | -0.14 | -0.44 |
| 22 | . | Cc1ccc(S(=O)(=O)c2n[nH]n3c2nc(=O)c2ccccc23)cc1 | -0.19 | -0.55 |
| 23 | 0 | Cc1[nH]nc2c1C1(CCC(c3ccccc3)CC1)C(C#N)=C(N)O2 (stereo not given) | -1.1 | -0.83 |
| 24 | 14 | CC1CCc2cc(F)cc3c(=O)c(C(=O)O)cn1c23 (stereo not given) | -0.67 | -1.9 |
| 25 | 0 | CC(=O)c1ccc(NC(=S)NCc2cccnc2)cc1 | . | . |
| 26 | . | COc1ccccc1C1CC(=O)NC(SCC(=O)Nc2ccccc2)=C1C#N (stereo not given) | 1.3 | 0.54 |
| 27 | . | Cc1cccc(N2CCN(C(=O)Cn3sc4nc(C)cc(C)c4c3=O)CC2C)c1 (stereo not given) | -2.6 | -2 |
| 28 | -5 | COC(=O)CSc1[nH]c(=O)cc(C)c1C#N | 0.23 | 1.2 |
| 29 | -64 | CCc1ccccc1NC(=S)N(CCN(C)C)C(C)c1ccco1 (stereo not given) | . | . |
| 30 | 23 | Cc1occc1C(=O)NC(C)C1CCCO1 (stereo not given) | 0.91 | 0.95 |
| 31 | 50 | O=C1CCC(=O)N1c1ccc(NC2CCN(Cc3ccccc3)CC2)c([N+](=O)[O-])c1 | . | . |
| 32 | -36 | Nc1nc(NCc2ccccc2)nc(NCc2ccccc2)c1[N+](=O)[O-] | 1.1 | 1.4 |
| 33 | 7 | S=C(NCc1cccnc1)Nc1cccc(Cl)c1 | 1.7 | 2.4 |
| 34 | -33 | CCOc1ccc2c(c1)n(CO)c(=S)n2CO | -0.01 | -0.82 |
| 35 | 0 | CNC(=O)C1=C(C)n2c(nc3ccccc32)NC1c1ccc(OC)cc1 (stereo not given) | 1.2 | 1.6 |
| 36 | 4 | CCN(CC)S(=O)(=O)c1ccc2c(c1)c(=O)c(C(=O)N1CCN(c3ccccc3)CC1)cn2C | 2.1 | 3 |
| 37 | 31 | COc1ccccc1NS(=O)(=O)c1cccc(NC(=S)NCCN2CCOCC2)c1 | 1.1 | 0.46 |
| 38 | -9 | CC(C)N(C(=O)CSc1nnc(NC(=O)c2ccco2)s1)C(C)C | . | . |
| 39 | 70 | Cc1nc(NC2=NCN(CCN3CCOCC3)CN2)nc2c(C)cccc12 | . | . |
| 40 | 0 | c1ccc(COc2ccc(CNn3cnnc3)cc2)cc1 | 0.02 | -0.33 |
| 41 | -46 | CC(=O)c1c(C)[nH]c(C(=O)NCCc2cccc(C)c2)c1C | 0.29 | -0.46 |
| 42 | i | COc1ccc(N/C(N)=N/c2nc(CSc3ccc(Cl)cc3)cc(=O)[nH]2)cc1 | -0.94 | -0.82 |
| 43 | 24 | CCOC(=O)Cn1nc(-c2ccccc2)c2cnc3ccc(C)cc3c21 | -0.49 | 1.1 |
| 44 | i | CCN1CCN(c2ccc(NC(=O)c3ccc([N+](=O)[O-])o3)cc2Cl)CC1 | . | . |
| 45 | . | O=C(CC(Sc1ccccc1)c1cccs1)c1ccco1 (stereo not given) | -0.94 | -1.2 |
| 46 | -29 | C1CCc2nnc(C3CC3)n2CC1 | . | . |
| 47 | 6 | COc1cccc(N2CC(C(=O)OC(C)C(=O)c3ccccc3)CC2=O)c1 (stereo not given) | 0.56 | 0.6 |
| 48 | . | COc1cccc(/C=C/c2ccncc2)c1OC | -0.63 | 1.9 |
| 49 | -31 | Cc1ccc(CNC(=O)C2CC(=O)OC23CCCC3)c(C)c1 (stereo not given) | 1.8 | 1.6 |
| 50 | -11 | C/C(N)=C(/C#N)C(=O)CSc1nc(C2CCCCC2)n(-c2ccccc2)n1 | -1.6 | -1.2 |
| 51 | 40 | Brc1ccc(CSc2nccn2-c2ccccc2)cc1 | 0.47 | -0.73 |
| 52 | -60 | CCOC(=O)C1=C(c2ccccc2)N=c2s/c(=C\c3ccc(O)cc3)c(=O)n2C1c1cccs1 (stereo not given) | -0.19 | 0.3 |
| 53 | . | O=C(CN1CCCC(O)C1)N1c2ccccc2Sc2ccc(C(F)(F)F)cc21 (stereo not given) | 1 | 1.1 |
| 54 | 13 | O=C(Nc1nc2ccccc2c2nc3ccccc3n12)c1ccc(F)cc1 | -0.57 | 0.95 |
| 55 | -19 | CCC(C)(C(=O)NC1CCCC1)N(C(C)=O)c1ccc(C)cc1 (stereo not given) | 0.39 | 0.27 |
| 56 | . | CCOC(=O)C1=C(CS(=O)(=O)c2ccccc2)NC(=O)NC1c1ccccc1OCC (stereo not given) | -0.25 | -0.42 |
| 57 | . | Cc1ccc(-c2nc(C3CCCN(S(=O)(=O)c4ccc(C)cc4)C3)no2)cc1 (stereo not given) | -0.29 | -0.1 |
| 58 | 43 | Cc1ccccc1N1CCN(Cc2c[nH]c3ccccc23)CC1 | 7.5* | 3.7* |
| 59 | 38 | CC1CCCCN1C(=O)Cc1ccc(F)cc1 (stereo not given) | 0.41 | -0.03 |
| 60 | 0 | COc1cccc(C(=O)N2CCN(C(=O)c3cccc4ccccc34)CC2)c1OC | 0.06 | 0.01 |

Remaining list, next part:
| item | INS promoter inh | Structure | SDO1 yeast rescue | SDO1 yeast rescue Rescue 24 h |
| --- | --- | --- | --- | --- |
| 61 | 43 | CCN1C(=O)CC(N2CCN(c3ccc(OC)cc3)CC2)C1=O (stereo not given) | 0.67 | 1.4 |
| 62 | -23 | Cc1cccc(NC(=O)c2cc(-c3ccc(C)s3)nc3ccccc23)n1 | -1.4 | -0.89 |
| 63 | -40 | O=C(c1cccn2c(=O)c3cc(Br)ccc3nc12)N1CCN(c2ccccn2)CC1 | -0.71 | -0.31 |
| 64 | . | COC(=O)c1[nH]c2ccc(Br)cc2c1NC(=O)C(C)N1CCN(C2CCCCC2)CC1 (stereo not given) | -0.47 | 0.12 |
| 65 | . | CCN(CC)C(=O)CSc1nnc([C@H](Cc2c[nH]c3ccccc23)NC(=O)OC(C)(C)C)o1 | 0.54 | -0.72 |
| 66 | 66 | CCCN1C(=O)c2ccc(C(=O)NC3=NCCS3)cc2C1=O | 0.6 | -0.18 |
| 67 | 52 | Cc1cccc(OCC(=O)Nc2ccc(N3CCN(C(=O)c4ccco4)CC3)cc2)c1C | . | . |
| 68 | -11 | CC(c1ccccc1)n1cc(C(=O)NCC2CCCO2)nn1 (stereo not given) | 1.1 | 1.3 |
| 69 | -388 | O=S(=O)(NCc1ccc2c(c1)OCO2)c1ccc2c(c1)oc1ccccc12 | -0.69 | -0.48 |
| 70 | 20 | O=c1ccnc(SCc2ccccc2Cl)[nH]1 | -0.47 | 0.14 |
| 71 | -380 | Cc1ccc(C(=O)N2CCC(C)CC2)cc1C | 0.74 | 0.46 |
| 72 | 28 | Nc1ccc(C(O)(C(F)(F)F)C(F)(F)F)cc1 | 0.83 | 1.1 |
| 73 | -42 | Cc1ccc2oc(=S)n(C)c2c1 | 1.8 | 1.1 |
| 74 | 16 | COc1cc2c(cc1NC(=O)COC(=O)C(CCSC)NC(=O)c1ccccc1Cl)oc1ccccc12 (stereo not given) | -0.13 | -0.07 |
| 75 | 0 | CSc1nc2sc3c(c2c(=O)[nH]1)CCC3 | -0.26 | -1.2 |
| 76 | 27 | CS(=O)(=O)N1CCN(C(=O)c2ccc(F)cc2)CC1 | 0.46 | -0.18 |
| 77 | -31 | O=C(O)c1cccc(N/N=C/c2cc(Br)cc(Br)c2O)c1 | -0.27 | -0.68 |
| 78 | 21 | COc1ccc(C2C=C(c3ccc(Br)cc3)Nc3nc(NS(C)(=O)=O)nn32)cc1 (stereo not given) | 2.3 | 1.2 |
| 79 | -6 | O=C(NC12CC3CC(CC(C3)C1)C2)N1CCCC(CO)C1 (stereo not given) | -0.5 | -0.17 |
| 80 | . | COc1cc(C2C(C(=O)c3cccs3)=C(O)C(=O)N2c2cc(C)on2)ccc1O (stereo not given) | 1.7 | 2 |
| 81 | -33 | Cc1nc(N)sc1N=Nc1ccc(F)cc1 | -3.3 | -2.4 |
| 82 | -23 | Cc1ccc(NC(=O)CC(=O)Nc2ccc(C)cc2)cc1 | . | . |
| 83 | -7 | O=C(Nc1ccc(Cl)c(C(F)(F)F)c1)NC1CC2CCCC(C1)N2Cc1ccccc1 (stereo not given) | . | . |
| 84 | 18 | CCOC(=O)/C(N=Nc1ccc2c(c1)OCO2)=C(\C)O | . | . |
| 85 | -5 | Cc1ccc2oc(=O)c3cc(C(=O)Nc4cc(-c5cccc(F)c5)no4)sc3c2c1 | -0.51 | 0.33 |
| 86 | -5 | Cc1ccc(NC(=O)c2cc(NC(=O)c3ccco3)ccc2N2CCOCC2)cc1 | -0.34 | 0.84 |
| 87 | -8 | CC(=O)c1ccc(-n2nnnc2SCC(=O)Nc2cccc(NC(=O)c3ccco3)c2)cc1 | 0.3 | 2.1 |
| 88 | 71 | CC(C)N1CC(C(=O)O)CC1=O (stereo not given) | 0.84 | 1.4 |
| 89 | . | Cc1csc2nc(CNS(=O)(=O)c3ccc4c(c3)CCCC4)cn12 | -0.84 | -0.64 |
| 90 | 33 | Cc1ccc(C)n1-c1ncn[nH]1 | 1.1 | 0.42 |
| 91 | 0 | Cc1ccccc1OCC(=O)N/N=C/c1ccco1 | 0.05 | -0.4 |
| 92 | 2 | CC(C)NC(=O)COC(=O)/C=C/c1ccc(F)cc1 | 1.2 | 0.64 |
| 93 | 76* | CC(=O)Nc1nc(N2C(=O)c3ccccc3C2=O)n(-c2ccccc2)n1 | 0.42 | 0.84 |
| 94 | 16 | CC1=CC(C)(C)Nc2ccc(OC(=O)CN3C(=O)CCC3=O)cc21 | 0.24 | -0.49 |
| 95 | 20 | Cc1ccc(-n2c(=O)c3sccc3n(Cc3cc(=O)n4ccccc4n3)c2=O)cc1 | 1.5 | -0.59 |
| 96 | 21 | CCOc1ccc(NC(=O)Nc2cccn(Cc3ccccc3)c2=O)cc1 | . | . |
| 97 | 30 | CN1C(=O)/C(=C/c2ccccc2OCc2cccc(F)c2)NC1=S | -0.63 | 1 |
| 98 | . | CC1(C)Cc2c(C#N)c(SCC(=O)c3ccccc3)nc(N3CCOCC3)c2CO1 | -0.61 | -0.69 |
| 99 | . | COc1ccc(C(=O)COC(=O)CCn2nnc(-c3cccc(O)c3OC)n2)cc1 | 0.15 | -0.68 |
| 100 | . | CC(O)COc1ccc(/C(=N/O)c2ccccc2)cc1 (stereo not given) | -0.12&0.71 | -0.11&0.89 |
| 101 | -3 | COC(=O)c1sccc1-n1cccc1C(=O)C(=O)Nc1ccc(F)cc1 | . | . |
| 102 | -49 | CCOC(=O)c1cnc2c(C(F)(F)F)cccc2c1N1CCOCC1 | -0.76 | -1.1 |
| 103 | 11 | Cc1c(C(=O)NC(=S)NCC(C)C)oc2ccccc12 | -0.17 | 0.05 |
